Cy5 interf NS3h – counter-screen for HCV NS3 helicase inhibitors: fluorescence interference | 6% of 16,000 active | fluorescence interference ratio at 100 µM | Cy5-dT15 DNA with NS3h; actives lie on both sides; signal over control mean, under 1 quenches;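 active = compound fluorescence over control fluorescence at most 0.8, a quencher, or at least a set upper limit, an enhancer; inactive = ratio between 0.8 and the set upper limit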
HCV NS3h FP – hepatitis C NS3 helicase inhibition, primary screen | inhibition, % at 100 µM | NS3h Cy5-dT15 DNA binding, fluorescence polarization | AID 687043 | 1.6% of 16,000 active;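 active = inhibition above the average over every tested compound plus 3 SD, cut at about 40% in these data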
* hit, by the source's call.

smiles	Cy5 interf NS3h	HCV NS3h FP
COCCOC(=O)c1c(C)oc2ccc(OC(=O)c3sc4ccccc4c3Cl)cc12	0.93	13
CC(=O)Nc1ccc(C2NC(=O)NC3=Nc4ccccc4SC(c4ccccc4)=C32)cc1 (centres undefined)	1.1	8
CC12C=CC(O1)C1C(=O)N(c3ccc(Cl)cc3)C(=O)C12 (centres undefined)	1	21
COc1ccc(C(=O)n2nnc3ccccc32)cc1	0.81	11
CCOC(=O)C(Cc1cccc([N+](=O)[O-])c1)SC#N (centres undefined)	1	13
CN(C)c1ccc(NC(=O)c2ccccc2Cl)cc1	1.1	10
COc1ccccc1C/C(N)=N\OC(=O)c1ccc(Cl)cc1	1	14
CCN(CC)C(N)=Nc1nc(C)cc(C)n1	1	-15

Continuation.
smiles	Cy5 interf NS3h	HCV NS3h FP
CC1(C)Cc2c(sc3ncn4nc(CSc5nc6ccccc6o5)nc4c23)C(C)(C)N1	1	5
COc1cccc(OCCOc2cccc(/C=c3\sc4nc5ccccc5n4c3=O)c2)c1	1.1	5
Cc1ccc(S(=O)(=O)Nc2ccc(S(=O)(=O)NC(=O)C(C)C)cc2)cc1	1	-6
CCOc1ccc(N2C(=O)C(O)=C(C(=O)/C=C/c3ccccc3)C2c2ccccc2[N+](=O)[O-])cc1 (centres undefined)	1	-1
Cc1cccc(OCC(=O)Nc2ccc(S(=O)(=O)Nc3ncccn3)cc2)c1	1.1	15
Cc1cc(C)c(N2C(=O)NC(=O)/C(=C/c3ccc([N+](=O)[O-])o3)C2=O)c(C)c1	0.92	52*
O=C(Nc1ccc(-c2nc3ccccc3o2)c(O)c1)c1ccc(Cl)cc1	0.99	-15
Cc1cc(C)nc(NC(N)=NC(C)(C)C)n1	0.98	2

Continuation:
smiles	Cy5 interf NS3h	HCV NS3h FP
CCOc1ccc(N2C(=O)NC(=O)/C(=C/c3cccc(OC)c3)C2=O)cc1	0.98	20
O=C(CCc1ccccc1)Nc1ccc(Br)cn1	1.1	3
CC(=O)c1ccc(NC(=S)NC(NC(=O)c2cccc(C)c2)C(Cl)(Cl)Cl)cc1 (centres undefined)	1	8
CCCc1cc(=O)oc2cc(OCC(=O)c3ccccc3)ccc12	1	6
Nc1nc(-c2ccccc2)cc(N2CCCC2)n1	0.97	-5
O=C(NCCNc1ccc([N+](=O)[O-])cc1Cl)c1ccccc1Cl	1.1	2
CC(/C=C1\SC(=S)N(c2cccc(Br)c2)C1=O)=C\c1ccccc1	1.1	12
NC1=NC(=O)CC(C(=O)Nc2ccccc2)S1 (centres undefined)	1	0

Remaining list, next part
smiles	Cy5 interf NS3h	HCV NS3h FP
O=c1c2c(-c3ccccc3)csc2ncn1/N=C\c1ccccn1	1.1	10
COc1ccc(OC)c(CN2CCN(Cc3cc(OC)c(OC)c(OC)c3)CC2)c1	1.1	-4
CCOc1ccc(N(CC(=O)Nc2ccccc2OCC)S(=O)(=O)c2ccc(SC)cc2)cc1	0.91	11
O=C1OC(c2sc3ccccc3c2Cl)=N/C1=C/c1ccccc1F	1.1	2
CC(C)C(=O)NS(=O)(=O)c1ccc(NC(=O)c2ccccc2Cl)cc1	1.1	0
C=C1c2ccc(C)cc2NC(=O)N1c1cccc(Cl)c1	0.92	8
Cc1cc2nc(-c3cc(NC(=O)/C=C/c4cccc([N+](=O)[O-])c4)ccc3O)oc2cc1C	1.1	10
O=C1C2C(C(=O)N1/N=C\c1ccc(Cl)cc1)C1C=CC2C12CC2 (centres undefined)	1.1	15

Additional results follow:
smiles	Cy5 interf NS3h	HCV NS3h FP
COc1ccc(-c2nnnn2C)cc1S(=O)(=O)NCCc1ccccc1	0.91	13
CC1=C(C(=O)Nc2ccccc2)C(c2cccc(Cl)c2)NC(=S)N1 (centres undefined)	1	-8
O=[N+]([O-])c1cccc(S(=O)(=O)Nc2ccc(Br)cc2)c1	1	3
C=CCc1ccccc1OCCOc1ccc(/C=C2/SC(=S)N(C)C2=O)cc1OC	1	1
CCCC(=O)C1=C(O)C(C(=O)OC)C(C)(C)CC1=Nc1nc2ccccc2[nH]1 (centres undefined)	1.1	2
CCCCCC(=O)c1c(C)nn(C)c1C	0.95	4
Cc1cccc(/C=N\N2CCN(c3ccccc3)CC2)c1	1	0
COC(=O)c1c(N=CN(C)C)c(C#N)c2n1CCCCC2	0.95	-3

Next records follow:
smiles	Cy5 interf NS3h	HCV NS3h FP
CCc1ccc(NC(=O)C(=O)NCCc2ccc(F)cc2)cc1	0.69*	2
O=C(/C=C/c1ccccc1)NC(=S)Nc1ccc(N2CCOCC2)cc1	0.99	-2
CCOc1ccc(/C=N\N2CCN(Cc3ccccc3Cl)CC2)cc1OC	1	12
O=[N+]([O-])c1ccc(S(=O)(=O)NCCOc2ccccc2Cl)cc1	0.98	11
CC(=O)CC(=O)Nc1ccc2c(c1)OCCO2	1.1	3
O=C(O)c1cn(-c2ccccc2)nc1-c1ccc(-c2ccccc2)cc1	1	6
O=C(CSc1ncn[nH]1)Nc1ccc(Br)cc1	0.95	-4
O=C(Nc1cc(NC(=O)c2ccccc2)cc(C(=O)Nc2nccs2)c1)c1ccccc1	1	-1

Next part.
smiles	Cy5 interf NS3h	HCV NS3h FP
Cc1cccc(/C(N)=N\OC(=O)COc2ccccc2)c1	0.97	8
O=C(O)CCC(=O)Nc1sc2c(c1C(=O)Nc1ccccc1)CCCC2	1.1	7
CC(=O)OCc1ccc(-c2ccc([N+](=O)[O-])cc2)o1	0.98	-3
COc1ccccc1C(=O)Nc1ccc(Br)cc1	0.91	0
COc1ccc2oc(=O)c(C(=O)NCCc3ccccc3)cc2c1	0.96	17
COc1ccc(OC)c(C=C2C(=O)N(C)C(=S)N(C)C2=O)c1	0.94	-2
CCCCCCN1C(=O)C(O)=C(C(C)=O)C1c1ccc(C)cc1 (centres undefined)	1	-8
CCc1c(C)nc2cc(-c3cccc(C)c3)[nH]n2c1=O	0.89	30

(more compounds)
smiles	Cy5 interf NS3h	HCV NS3h FP
O=C1Oc2ccc(Cl)cc2C1c1ccccc1 (centres undefined)	1.1	15
Cc1ccc(Cc2cnc(NC(=O)/C=C/c3ccc(C)o3)s2)cc1	1	6
O=C(c1ccccc1Cl)N1CCN(c2c(Cl)cccc2[N+](=O)[O-])CC1	0.95	15
COC(=O)C1=C(C)N(c2ccc(F)cc2)C(=O)/C1=C\c1ccc(OCC(=O)NCC2CCCO2)cc1 (centres undefined)	1.1	6
C=CCn1c(-c2ccc(OC)cc2)n[nH]c1=S	1.1	-12
N#CC(C#N)=Cc1ccc(-c2ccc(Cl)c(C(=O)O)c2)o1	1.1	43*
O=C(CN1C(=O)c2ccccc2C1=O)Nc1ccc(Br)cc1	1.1	9
CC1CCN(C(=O)c2cncc(Br)c2)CC1	1	-3

Record cards, from the list above. Values in the order: Cy5 interf NS3h | HCV NS3h FP
N#CC(C#N)=Cc1ccc(-c2ccc(Cl)c(C(=O)O)c2)o1 is listed with 1.1 | 43*
C=CCn1c(-c2ccc(OC)cc2)n[nH]c1=S is listed with 1.1 | -12
CC1CCN(C(=O)c2cncc(Br)c2)CC1 is listed with 1 | -3

Continuation:
smiles	Cy5 interf NS3h	HCV NS3h FP
O=C(c1cc2nc(-c3ccccc3)cc(C(F)(F)F)n2n1)N1CCOCC1	0.98	4
CCC(=O)c1ccc(N2CCN(C(=O)c3c(F)cccc3F)CC2)c(F)c1	1	2
Cc1ccc2nc(-c3cc(NC(=O)COc4ccccc4)ccc3OC(=O)COc3ccccc3)oc2c1	1.1	6
CC(=O)c1cccc(N2C(=O)C3C4C=CC(C4=C(C)C)C3C2=O)c1 (centres undefined)	1.1	-1
COc1c([N+](=O)[O-])cc2c(C)c(Br)c(=O)oc2c1OC	0.93	1
O=C(/C=C/c1ccc(-c2cccc(Cl)c2Cl)o1)c1ccco1	1.1	10
CCCCN(C)Cc1c(C)[nH]c2c(ccc3ccccc32)c1=O	1	-2
O=[N+]([O-])c1ccc(-n2nnc3ccccc32)nc1	1	11

(list continues)
smiles	Cy5 interf NS3h	HCV NS3h FP
CC1=C(C(=O)Nc2cccc(Cl)c2C)C(c2ccc(Cl)cc2)NC(=S)N1 (centres undefined)	1.1	0
O=C1NC(=Nc2cccc(O)c2)S/C1=C\c1cccc(O)c1	0.9	1
CCCCC/C(C)=C(\C#N)C(=O)OCC	0.92	4
COC(=O)c1cc(C(=O)N2CCN(C)CC2)cc([N+](=O)[O-])c1	1.1	-1
COc1ccc(NC(=O)CN(c2ccc(C)cc2)S(C)(=O)=O)c(OC)c1	1	6
COc1ccc(NC(=O)/C(C#N)=C/c2cc(C)n(-c3ccc(NC(C)=O)cc3)c2C)cc1	0.99	9
COc1c(Cl)cc(C(=O)Nc2cccc3ccccc23)cc1Cl	0.98	1
Cc1ccc(C(O)=C2C(=O)C(=O)N(c3nncs3)C2c2cccc([N+](=O)[O-])c2)cc1 (centres undefined)	0.85	8

Other records:
The line under a structure holds: Cy5 interf NS3h, HCV NS3h FP
- C=CCN1C(=O)/C(=C\c2cc(OC)c(O)c([N+](=O)[O-])c2)C(=O)NC1=S
→ 0.88, 81*
- COc1ccccc1OCCOc1ccccc1OC
→ 0.95, 7
- CCCOc1ccc(C(=O)Nc2ccc(Cl)cn2)cc1
→ 1, 7
- O=C(c1ccc(F)cc1)c1ccc(NS(=O)(=O)c2ccc(Cl)cc2)cc1
→ 1.2*, -3
- CCN(CC)CCCNC(=O)c1ccc(Cl)cc1
→ 0.67*, 6
- CCc1ccc(CN2CCN(Cc3cc(OC)ccc3O)CC2)cc1
→ 1, 7
- CC1=CC(c2ccccc2)n2c(nc3ccccc32)N1 (centres undefined)
→ 1, 0
- O=C(Cc1ccc(F)cc1)Nc1ccc(Cl)cc1Cl
→ 1.1, 7
- Cc1c(Cl)cccc1NC1C=CS(=O)(=O)C1 (centres undefined)
→ 1, 4
- COc1ccc(CC(=O)O/N=C(/N)Cc2ccc([N+](=O)[O-])cc2)cc1OC
→ 1.1, 1
- CN1C(=O)C(=Cc2ccc(-c3ccccc3C(=O)O)o2)C(=O)N(C)C1=O
→ 1.1, 39
- CC(C)CNC(=O)CN(c1ccc(C(C)C)cc1)S(=O)(=O)c1ccccc1
→ 1, 12
- COc1ccc(C2(CNC=O)CCCC2)cc1OC
→ 1.1, 3
- Cc1c(-c2nc(-c3cccnc3)no2)cccc1[N+](=O)[O-]
→ 1.1, -5
- N#Cc1c(SCC(=O)c2ccc(Cl)cc2)nc2c(c1-c1ccco1)CCCC2
→ 0.95, -2

(listing goes on)
The line under a structure holds: Cy5 interf NS3h, HCV NS3h FP
- CC(=O)CC(=O)Nc1ccc(Cl)cn1
→ 1, 5
- Cc1ccc(NC(=O)c2ccc([N+](=O)[O-])cc2)c(C(=O)c2ccccc2)c1
→ 0.98, 4
- Cc1ccc(O)c(Nc2c([N+](=O)[O-])c(=O)oc3ccccc23)c1
→ 0.89, 4
- O=C(NCCCO)C(=O)Nc1ccccc1
→ 1.1, 2
- COc1cc(/C=N\N2C(=O)CSC2=S)cc(Cl)c1OCCOc1ccc(Br)cc1
→ 0.99, 5
- CSc1nc2sc3c(c2c(=O)n1-c1ccccc1)CCCCC3
→ 1, 1
- COc1cccc2c1CC/C(=C\c1cccc(I)c1)C2=O
→ 1.2, 12
- COc1cc(NS(=O)(=O)c2ccc(N/C=C\C(=O)c3ccc(Br)cc3)cc2)nc(OC)n1
→ 1.1, 1
- CCOc1ccc(Nc2cc(C)nc3ccc(OC)cc23)cc1
→ 0.99, 7
- CC1=C(C(=O)Nc2ccccc2)C(c2cccs2)C(C#N)=C(SCC(=O)c2ccc(F)cc2)N1 (centres undefined)
→ 1.1, 18
- O=C(Nc1ccccc1C(=O)O)c1ccc2c(c1)C(=O)N(c1ccccc1-c1ccccc1)C2=O
→ 1, 17
- CC(C)(C)NC(=O)/C(=C\c1cccs1)NC(=O)c1ccc(C(C)(C)C)cc1
→ 1, 2
- CC(/C=C1\SC(=S)N(C(Cc2ccccc2)C(=O)O)C1=O)=C\c1ccccc1 (centres undefined)
→ 1, -2
- COc1ccc(C(=O)/C=C/c2ccc(-c3cccc(C(F)(F)F)c3)o2)cc1
→ 1, 9
- Cc1cccc(C(=O)NCC(O)c2ccccc2)c1 (centres undefined)
→ 1, 1

(next part)
The line under a structure holds: Cy5 interf NS3h, HCV NS3h FP
- CCN(CC)C(=O)COc1ccc2oc(C)c(C(=O)OC)c2c1
→ 0.99, 7
- CCOc1cccc(C(=O)Nc2nnc(C)s2)c1
→ 1, 19
- Cc1cccc(NC(=O)c2ccccc2NC(=O)/C=C\c2ccco2)c1C
→ 0.93, 5
- Cc1ccsc1/C=C1\SC(=S)N(CC(=O)O)C1=O
→ 1, 7
- CC1=C(C(=O)Nc2ccccc2C)C(c2ccc(C(C)C)cc2)NC(=O)N1 (centres undefined)
→ 1.1, 0
- CCN1C(=O)/C(=C\c2ccc(-c3ccccc3Cl)o2)SC1=S
→ 1.2, -1
- COc1ccc(S(=O)(=O)N(CC(=O)NCC2CCCO2)Cc2ccccc2)cc1 (centres undefined)
→ 1.1, 1
- NC1=NC(=O)/C(=C\C=C\c2ccccc2)S1
→ 1, -1
- COC(=O)CN(c1ccc(OC)cc1OC)S(=O)(=O)c1ccc(C)cc1
→ 0.9, 12
- CCOc1ccc(N(CC(=O)NCCSc2ccccc2)S(C)(=O)=O)cc1
→ 0.97, 6
- O=C(/C=C/c1ccco1)NC(=S)N(Cc1ccccc1)c1ccccc1
→ 0.96, 9
- CC1=NN(C(=O)c2cccc(Cl)c2)C(O)(c2ccc(Cl)cc2)C1 (centres undefined)
→ 0.88, 5
- COc1ccc(NC(=O)C(=O)NCc2ccc(C)cc2)cc1Cl
→ 1.1, -6
- CC1(C)CC(=O)C2=C(C1)NC1=C(C(=O)CC(C)(C)C1)C2c1ccccc1
→ 1.1, -5
- CCOc1ccc(NC(=O)c2cc(Br)ccc2Cl)cc1
→ 0.83, 11
- CCOc1ccccc1NC(=O)CN(c1cccc(C(F)(F)F)c1)S(C)(=O)=O
→ 0.93, 11

Arranged by value in HCV NS3h FP (ascending): some entries from above.
SMILES	HCV NS3h FP
NC1=NC(=O)/C(=C\C=C\c2ccccc2)S1	-1
O=C(/C=C/c1ccco1)NC(=S)N(Cc1ccccc1)c1ccccc1	9
CCOc1ccc(NC(=O)c2cc(Br)ccc2Cl)cc1	11
COC(=O)CN(c1ccc(OC)cc1OC)S(=O)(=O)c1ccc(C)cc1	12
